TRHR agonist: agonists of human TRH receptor | TRHR cells, calcium flux fluo-8, FDSS agonist mode | actives 0.18% (n = 360,000) | P34981 | activation, % at 2 µM; in the data active = activation above about 30%; note: 0% is about no effect
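TRHR-expressing cells loaded with fluo-8 calcium dye; 23 nL library compound pin-transferred, kinetic FDSS fluorescence (Ex 480/Em 530) recorded about 180 s for agonist-induced calcium release, before a 10 nM TRH EC20 addition for potentiator mode.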
TRHR PAM: allosterically enhances the human TRH receptor; actives 0.66% (n = 360,000); enhancement, % at 2 µM; P34981; TRHR cells, fluo-8 calcium fluorescence, EC20 TRH enhancement; in the data active = enhancement above about 30%; note: 0% is about no effect
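TRHR-expressing cells loaded with fluo-8 calcium dye were read kinetically (ex 480/em 530) during compound addition, then stimulated with an EC20 of TRH (10 nM final). Enhancement of the Gq-mediated intracellular calcium response was scored.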
PI4K2A block: PI4K2A (human) kinase inhibition; Q9BTU6; purified PI4K2A, ADP-Glo luminescence, 1 h; hits give low values; activity change, negative = inhibition, % at 76.9 µM; actives 0.13% (n = 420,000); in the data active = activity change below about -50%; inconclusive = mostly about -30% to -49%;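 note: -100% = wells without enzyme as full effect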
Target sequence (Q9BTU6 whole entry, looked up): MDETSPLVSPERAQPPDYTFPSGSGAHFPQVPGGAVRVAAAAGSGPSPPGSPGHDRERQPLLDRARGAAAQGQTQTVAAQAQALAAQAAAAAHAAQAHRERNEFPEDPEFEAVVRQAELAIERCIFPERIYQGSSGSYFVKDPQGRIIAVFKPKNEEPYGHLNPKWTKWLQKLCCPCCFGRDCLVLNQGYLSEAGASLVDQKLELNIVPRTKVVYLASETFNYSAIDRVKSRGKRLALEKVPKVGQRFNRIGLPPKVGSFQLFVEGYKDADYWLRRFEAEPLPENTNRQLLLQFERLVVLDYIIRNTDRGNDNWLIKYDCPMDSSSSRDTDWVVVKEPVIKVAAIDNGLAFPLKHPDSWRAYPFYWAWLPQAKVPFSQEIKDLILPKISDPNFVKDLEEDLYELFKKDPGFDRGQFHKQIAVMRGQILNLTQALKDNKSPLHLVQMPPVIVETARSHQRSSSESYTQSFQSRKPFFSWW
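ADP-Glo luminescence measured ADP generated by PI4K2A enzyme (4 ug/mL before mixing) with 1.2 mM PI substrate (pre-mix) and 300 microM ATP (pre-mix). Tris pH7.5 buffer with MgCl2, Triton X-100; 1 h reaction at ambient temperature.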
TrxR1 substrate: is turned over as a substrate by rat TrxR1; O89049; purified TrxR1 substrate turnover, NADPH consumption readout; Potency, µM (doses to about 114 µM), without a hit: at the highest dose activity change, negative = substrate turnover; actives 0.01% (n = 390,000); note: potency is the fitted concentration of half-maximal effect; % is set by controls: 0 for no effect and ±100 for the full control effect; nearly all actives have a fitted effect of over 50% in size
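Rat TrxR1, dispensed at 90 nM, was prereduced with 400 uM NADPH (final) for 5 min at ~22 deg C, then incubated with compound 15 min before 400 uM selenite. A first-read NADPH fluorescence drop versus no-compound background flagged substrates.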
rTrxR1 inhibitor: rat TrxR1 inhibition | Potency, µM (top dose mostly 114 µM), inactives show at the highest dose activity change, negative = inhibition, usual class: inhibitors | O89049 | AID 588453 | recombinant rTrxR1, NADPH fluorescence consumption, selenite substrate | actives 1% (n = 390,000); note: potency is the fitted concentration of half-maximal effect; % is set by controls: 0 for no effect and ±100 for the full control effect; nearly all actives have a fitted effect of over 65% in size
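Rat TrxR1 (90 nM in the dispensed reagent) was pre-reduced with 400 uM NADPH for 5 min at room temperature, then incubated with compound for 15 min. After 400 uM selenite was added, NADPH fluorescence (Ex 340/Em 450 nm) was followed for 8 min.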
D2 ag: activates the human D2 dopamine receptor; P14416; HEK293 T-REx D2 cells, calcium flux agonist mode; activation, % at 2 µM; actives 0.53% (n = 340,000);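 active = activation over 3 SD above normal in the single-dose calcium agonist read, cut at about 30% in these data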; note: 0% is about no effect
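Agonism scored from kinetic calcium signal (1 read/sec, 180 s) following compound pin transfer, after a 10 s baseline. Cells: HEK293 Trex line expressing inducible D2 receptor coupled to calcium, dye-loaded after overnight culture at 30 C.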
USP1 inh: USP1/UAF1 (human) deubiquitinase inhibition; O94782; recombinant USP1/UAF1, Ub-Rhodamine cleavage fluorescence; Potency, µM (top dose mostly 57.1 µM), inactives show top-dose activity change, negative = inhibition, actives largely listed as inhibitors; actives 0.23% (n = 390,000); AID 743255; note: potency is the fitted concentration of half-maximal effect; % is set by controls: 0 for no effect and ±100 for the full control effect; nearly all actives have a fitted effect of over 60% in size; inactives centre near -12
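High-throughput fluorogenic screen: 1nM USP1/UAF1 complex, Ub-Rho substrate 150nM final, 50mM HEPES pH 7.8 with 0.5mM EDTA, 0.1 mg/ml BSA, 1mM TCEP and 0.01% Tween-20.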
IDH1 R132H inh: blocks human mutant IDH1 R132H enzyme; AID 602179; O75874; Potency, µM (top dose mostly 76.6 µM), for inactives: at the highest dose activity change, negative = inhibition, most hits filed as inhibitors; actives 0.093% (n = 390,000); IDH1-R132H enzyme, NADPH consumption, diaphorase/resazurin fluorescence; note: potency is the fitted concentration of half-maximal effect; % is set by controls: 0 for no effect and ±100 for the full control effect; nearly all actives have a fitted effect of over 65% in size
Target sequence (O75874 whole entry R132H, stated change not applied): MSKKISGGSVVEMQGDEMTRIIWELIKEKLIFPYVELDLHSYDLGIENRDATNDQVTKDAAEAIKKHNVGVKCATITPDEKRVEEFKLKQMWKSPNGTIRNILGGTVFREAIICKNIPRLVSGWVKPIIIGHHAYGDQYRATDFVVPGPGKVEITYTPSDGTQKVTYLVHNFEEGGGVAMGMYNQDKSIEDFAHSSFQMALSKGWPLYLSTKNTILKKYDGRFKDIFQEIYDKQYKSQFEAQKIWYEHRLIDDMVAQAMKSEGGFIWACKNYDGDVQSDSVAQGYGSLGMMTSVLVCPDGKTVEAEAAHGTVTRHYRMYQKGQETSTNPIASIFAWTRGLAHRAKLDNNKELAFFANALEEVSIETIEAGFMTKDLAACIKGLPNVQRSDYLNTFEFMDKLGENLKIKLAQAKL
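IDH1-R132H (0.5 ug/mL dispensed) in pH 7.5 Tris buffer was preincubated 30 min with compound, then given a substrate mix of 0.016 mM NADPH and 2 mM alpha-KG for 80 min at room temperature; remaining NADPH was read by diaphorase/resazurin fluorescence.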
D2 antag: D2 dopamine receptor (human) antagonism. actives 2% (n = 340,000). inhibition, % at 10 µM. HEK293 TREx D2 cells, calcium flux, dopamine EC80. AID 485344. P14416; in the data active = inhibition above about 30%; note: 0% is about no effect
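Inhibition of EC80 dopamine-driven calcium flux, recorded kinetically, defines activity here; cells are a tetracycline-induced HEK293 T-REx line expressing force-coupled D2.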
The depositor's hits bear a star; u = inconclusive; x = no result given; & = joins results of further samples; [ ] = dose if it differs, or a comment. Unless noted, calls come from the whole dose curve; as a rule, active = well fitted inhibition curve with a large enough effect; inconclusive = small, poorly fitted or top-dose-only effect; inactive = no such curve, though single readings can be large or run the other way.

SMILES	TRHR agonist	TRHR PAM	PI4K2A block	TrxR1 substrate	rTrxR1 inhibitor	D2 ag	USP1 inh	IDH1 R132H inh	D2 antag
Cc1cccc(NC(=O)CSc2ncnc3sc(C)cc23)c1	-0.9	-6	-4	-1%	28%	-2.0	-6%	-1%	12
Nc1nc2n(n1)C(c1ccco1)CC(c1ccc(F)cc1)N2 (stereo unspecified)	1.0	1	-1	4%[57.1 µM]	10%[57.1 µM]	0.1	-19%	-1%	-2
Cc1nn(C)c(C)c1S(=O)(=O)N1CCC(CO)(CC2CCCCO2)CC1 (stereo unspecified)	0.7	-1	-2	8%[57.1 µM]	26%[57.1 µM]	1.8	-20%	17%	7
CCN1C(=O)/C(=C/c2nc3ccccc3c(=O)[nH]2)c2ccccc21	-0.2	-8	5	-6%	-12%	2.3	-6%	8%	-7
COC(=O)C1=C(CCc2ccccc2)NC(=O)NC1c1ccc(Cl)cc1 (stereo unspecified)	x	x	-4	4%[57.1 µM]	13%[57.1 µM]	x	-20%	-4%	x
Cc1cccc(-c2noc(CN(C)S(=O)(=O)c3cc(Cl)ccc3Cl)n2)c1	1.9	-6	0	2%	26%	1.7	-12%	2%	-3
N#Cc1cc(-c2ccccc2)nc(Oc2ccc(Cl)cc2)n1	1.5	2	3	-1%	9%	1.1	-8%	2%	1
CCn1c(CNC(=O)COc2ccc(C(C)C)cc2)nnc1SCC(=O)Nc1ccccc1	-1.0	-5	0	1%	3%	0.3	-5%	6%	22
CCC(C)NS(=O)(=O)c1ccc(OCC(=O)NCc2ccco2)cc1 (stereo unspecified)	0.0	-2	8	-4%	-24%	x	-13%	-1%	x
COc1ccc(OC)c(NS(=O)(=O)c2ccc(N3CCCCS3(=O)=O)cc2)c1	0.7	-1	1	7%[57.1 µM]	21%[57.1 µM]	-0.1	-11%	-3%	x
N#Cc1c(NC(=O)COC(=O)c2ccc(O)cc2O)sc2c1CCC2	0.3	7	-6	-13%	-16%	0.2	-6%	-14%	-1
Cc1ccccc1NC(=O)Cc1nc(COC(=O)/C=C/c2ccccc2)cs1	0.3	-6	1	-2%[57.1 µM]	6%[57.1 µM]	0.4	-23%	-6%	1
CC(C)CCOP(=O)(c1ccc(N(C)C)cc1)C(O)c1ccc(C(C)C)cc1 (stereo unspecified)	-1.3	-7	1	-13%	-8%	-1.2	-27%	-3%	12
Cc1ccc(CNC(=O)CCCCCn2c(=O)c3sccc3n(CC(=O)N3CCCCC3C)c2=O)cc1 (stereo unspecified)	-0.7	-5	5	0%	2%	-1.9	-19%	x	x
CC1CCCN(C(=O)C(Cc2ccccc2)n2cccc2)C1 (stereo unspecified)	0.5	-2	-7	2%[57.1 µM]	-12%[57.1 µM]	0.2	1%	0%	-3
CCc1ccccc1NC(=O)COc1cccc(-n2cnnn2)c1	-1.9	7	-9	2%	16%	0.3	-13%	-4%	0
CCN(Cc1ccccc1)S(=O)(=O)c1ccc(C(=O)N(CCCN(C)C)c2nc3ccc(F)cc3s2)cc1	0.4	-2	-4	6%	25%	0.4	-15%	3%	10
Cc1cccc(NC(=S)N(CCCN2CCCC2)Cc2cccn2Cc2ccc(Cl)cc2)c1	-0.3	-10	0	2%	16%	0.2	-23%	0%	-7
CCN1C(=S)SC(=O)C1=C1C=C(C)N(CCO)C(C)=C1	17	-1	-1	u	u	13	-18%	2%	-23
NC(=O)CC(NC(=O)Cc1cccc2ccccc12)c1ccc(NCC2CC2)c([N+](=O)[O-])c1 (stereo unspecified)	-0.7	-3	-1	-3%[57.1 µM]	10%	1.0	-26%	-8%	9
CC1CCCCC1NC(=O)CNC(=O)c1cccs1 (stereo unspecified)	-0.2	0	0	7%	19%	x	-21%	2%	x
CC1CC(C)CN(C(=O)Cn2ncc3c([nH]c4ccccc43)c2=O)C1 (stereo unspecified)	-0.1	-4	11	5%[57.1 µM]	33%[57.1 µM]	-0.4	-14%	-4%	6
O/C(=C\c1ccc2ccccc2n1)c1ccc(O)cc1O	16	4	-6	7%[57.1 µM]	23%[57.1 µM]	x	28µM*	4%	x
CCC(CO)Oc1cc(NCc2ccc(F)cc2)c2ncn(C(C)C)c2c1 (stereo unspecified)	x	x	-8	-1%	-26%	x	u	-6%	x
COc1ccc(C2/C=C\CN(C(=O)Nc3ccc(C(F)(F)F)cc3)CC(=O)N2Cc2ccc(F)cc2)cc1 (stereo unspecified)	0.7	0	1	-8%&-1%	10%&30%	0.0	u	-5%[38.3 µM]	19
c1ccc2oc(NC3=NCN(CC4CCCO4)CN3)nc2c1 (stereo unspecified)	0.7	-2	1	-1%	-9%	-1.5	-14%	4%	-23
O=C(NC1CC1)c1ccc(NC(=O)C2CCCCC2)cc1	x	x	0	-4%	-2%	x	-31%	-16%	x
CCN(CC)C(=O)CN(C#N)c1nc(Cl)nc(N(C)C)n1	-0.6	2	1	2%	22%	-0.2	-5%	-2%	2
CCOc1ccc(NC(=O)Cn2c(=O)n(-c3ccccc3)c(=O)c3c4c(sc32)CCCC4)cc1	0.5	2	-2	-1%	7%	0.1	-21%	-4%	x
CC1CC(C)CN(CCCNC(=O)c2c(O)nc3ccccn3c2=O)C1 (stereo unspecified)	0.2	-16	-4	7%[57.1 µM]	0%[57.1 µM]	1.5	-18%	-2%	-10

Two of the compounds above, with two lines to a compound:
Sequence of screens: TRHR agonist, TRHR PAM, PI4K2A block, TrxR1 substrate, rTrxR1 inhibitor, D2 ag, USP1 inh, IDH1 R132H inh, D2 antag
- Cc1nn(C)c(C)c1S(=O)(=O)N1CCC(CO)(CC2CCCCO2)CC1 (stereo unspecified)
    0.7, -1, -2, 8%[57.1 µM], 26%[57.1 µM], 1.8, -20%, 17%, 7
- N#Cc1cc(-c2ccccc2)nc(Oc2ccc(Cl)cc2)n1
    1.5, 2, 3, -1%, 9%, 1.1, -8%, 2%, 1

Carrying on.
SMILES	TRHR agonist	TRHR PAM	PI4K2A block	TrxR1 substrate	rTrxR1 inhibitor	D2 ag	USP1 inh	IDH1 R132H inh	D2 antag
CC1CCN(CC(=O)NCc2ccccc2)CC1	0.1	-2	-4	-4%	1%	-1.1	0%	9%	15
COc1ccc(OC)c(CNc2ncc(-c3ccc(Cl)cc3)n2C)c1	-1.5	0	1	7%[11.4 µM]	-1%	-0.1	-15%	1%	x
COc1ccc(S(=O)(=O)N(CC(=O)NC(C)c2ccccc2)c2ccc(C)cc2)cc1OC (stereo unspecified)	-0.8	-2	-5	-5%	10%	-0.8	u	-2%	x
Cc1oc(-c2ccccc2F)nc1CS(=O)(=O)CC(=O)NC(C)CCc1ccccc1 (stereo unspecified)	0.7	3	-2	-4%	-12%	-0.1	-19%	-10%	6
COC(=O)C1=C(C)Nc2c(c(=O)n(C)c(=O)n2C)C1c1ccc(Cl)cc1 (stereo unspecified)	0.2	14	4	-10%	-10%	-3.1	-16%	-7%	-4
CCn1c(SCC(=O)Nc2nc(-c3ccccc3)cs2)nc2c1c(=O)n(C)c(=O)n2C	-0.2	-3	-1	5%	11%	-1.0	-10%	0%	-9
Cc1ccc2sc3ccc(NC(=O)c4ccccc4Cl)cc3c(=O)c2c1	x	x	1	10%	0%	x	-25%	8%	x
CCCc1cc(=O)[nH]c(SCC(=O)Nc2sc3c(c2C(N)=O)CCCC3)n1	x	x	6	-10%	-23%	x	-16%	7%	x
CCC1CSC(Nc2ccc(C(=O)/C=C/c3ccc(OC)c(OC)c3)cc2)=N1 (stereo unspecified)	0.0	-1	-2	1%	11%	0.8	-22%	3%	0
CCOC(=O)N1CCN(Cc2nc3cc(NC(=O)c4cccs4)ccc3n2C)CC1	0.1	0	6	2%	9%	0.6	-4%	-1%	1
CCn1c(=O)c2cc(C(=O)N3CCN(c4cccc(OC)c4)CC3)sc2c2ccccc21	0.8	14	-3	-1%	3%	-0.4	-41%	17%	x
Cc1ccc2nc3n(c(=O)c2c1)-c1cc(Cl)ccc1C(=O)NC3Cc1ccccc1 (stereo unspecified)	-0.6	0	x	x	x	1.0	x	x	0
CC(C)Oc1ccc(C(=O)N(Cc2ccc(N(C)C)cc2)Cc2ccco2)cc1	-0.7	5	2	-2%	27%	-1.0	-18%	x	x
COc1ccc(N(CC(=O)NCc2ccccc2)S(C)(=O)=O)cc1	0.1	2	0	-2%	5%	x	-6%	4%	x
COc1ccc(NCC(=O)n2c(C)c(C)c3ccccc32)cc1OC	-0.1	0	9	3%	-16%	0.3	-24%	9%	-15
N#Cc1cc2ccccc2nc1SCC(=O)Nc1ccc(S(=O)(=O)N2CCCC2)cc1	9.0	-2	4	11%	10%	9.8	-20%	-2%	-4
O=S(=O)(c1c(F)cccc1F)N1CCN(Cc2c(O)ccc3ccccc23)CC1	0.7	-3	2	11%	u	0.6	-11%	-8%	-3
COC(=O)c1cc(S(=O)(=O)NCc2ccccc2)cn1C	-0.1	4	-1	7%[57.1 µM]	12%[57.1 µM]	-0.3	-1%	0%	30
CC1CCN(c2nn3c(=O)c(C(=O)NCCCOC(C)C)cnc3s2)CC1	-0.9	3	-16	135%[activator][57.1 µM]	18%[57.1 µM]	-0.6	-22%	10%	x
O=C(CSc1nnc(SCc2ccc(Cl)cc2)s1)N/N=C/c1ccccc1C(=O)O	0.4	-4	-1	-8%	-2%	-0.3	-4%	-7%	-22
CC(C)c1ccc(CNn2cnnc2)cc1	0.2	-4	1	2%	-3%	1.2	-28%	0%	6

Limited to TRHR PAM, for 5 of the compounds above:
structure,TRHR PAM
O=S(=O)(c1c(F)cccc1F)N1CCN(Cc2c(O)ccc3ccccc23)CC1,-3
COC(=O)c1cc(S(=O)(=O)NCc2ccccc2)cn1C,4
CC1CCN(c2nn3c(=O)c(C(=O)NCCCOC(C)C)cnc3s2)CC1,3
O=C(CSc1nnc(SCc2ccc(Cl)cc2)s1)N/N=C/c1ccccc1C(=O)O,-4
CC(C)c1ccc(CNn2cnnc2)cc1,-4

High-throughput results as filed in PubChem BioAssay.
